S3 lipid droplet: qHTS Assay for Lipid Storage Modulators in Drosophila S3 Cells; Drosophila S3 cells, BODIPY lipid droplet fluorescence, 18-24 h; cells fed with added oleic acid; Potency in µM for hits, for the others lipid storage change, negative = inhibition, % at the top dose, mostly 46.1 µM; actives 0.64% (n = 320,000); AID 2685, 2010; active = well fitted inhibition curve with a large enough effect in the signal ratio, with a control signal flat, not every such curve was filed as active; inconclusive = small, poorly fitted or top-dose-only effect, or effect the other way, or a change in a side signal; the % refers to the signal ratio
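Drosophila S3 cells got compounds at several concentrations plus oleic acid (400 uM solution). Laser-scanning cytometry with 488 nm excitation read lipid droplets at 500-530 nm and cells at 575-640 nm. Percent activity was relative to 20 uM Triacsin C.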
S3 lipid droplet cell count max: further read-out of S3 lipid droplet, marked with its call; cell number change, %; measured here: cell count max response;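 cells counted by Cell Tracker Red CMTPX staining in the red channel; peak over a dose series mostly up to 46.1 µM; percent activity relative to internal control wells on each plate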
The depositor's hits bear a star; i = inactive; ? = inconclusive; · = no result given; [ ] = another dose, or the depositor's remark. % is scaled to controls: 0 for no effect and ±100 for the full control effect; potency is read from the fitted curve at half-maximal effect. Not all compounds are listed. The share of hits here may be higher or lower than overall.

Preview (2 entries):
SMILES	S3 lipid droplet	S3 lipid droplet cell count max
COc1ccccc1C=NC(CO)C(O)c1ccc([N+](=O)[O-])cc1 (stereo not drawn)	?	·
CCCS(=O)(=O)N1CCN(S(=O)(=O)c2ccc(F)cc2)CC1	1.1%	7.7

The listing, repeating the preview:
SMILES	S3 lipid droplet	S3 lipid droplet cell count max
COc1ccccc1C=NC(CO)C(O)c1ccc([N+](=O)[O-])cc1 (stereo not drawn)	?	·
CCCS(=O)(=O)N1CCN(S(=O)(=O)c2ccc(F)cc2)CC1	1.1%	7.7
CN(CC(=O)Nc1ccccc1C(=O)NC1CC1)Cc1ccc(Cl)cc1	?	·
CNS(=O)(=O)c1cn(CC(=O)NCc2ccc(OC)cc2)cc1S(=O)(=O)NC	?	·
COc1ccc(CCn2c(=N)c(S(=O)(=O)c3ccc(Cl)cc3)cc3c(=O)n4ccccc4nc32)cc1	?	·
COc1ccccc1OCCNC1CCCC1	?	·
CN1/C(=C\C(=O)CSc2ncn[nH]2)C(C)(C)c2ccccc21	?	·
CCCCCC(O)CCc1n[nH]c(=S)n1-c1ccccc1 (stereo not drawn)	-1.8%	13.0
Cc1cccc(-c2cc3nc(C)cc(C)n3n2)c1	10.9%	-3.1
Cc1ccc(-n2c(=O)[nH]cc(C(=O)N3CCc4ccccc43)c2=O)cc1	22.4%	-1.5
O=C(CCC(=O)NNC(=O)Cc1ccccc1)NCc1ccccc1	-14.9%	21.0
COc1cccc(C(=O)NNC(=O)Cc2ccc([N+](=O)[O-])cc2)c1	3.2%	0.1
Cc1nnc(Nc2ccc(O)cc2)[nH]c1=O	-7.2%	2.8
COc1cc(-c2c(C(C)=O)c(C)nc3c2C(=O)c2ccccc2-3)cc(OC)c1OC	i	19.4
CCc1ccc(C(C(=O)NC2CCCC2)N(C(=O)c2csnn2)C2CC2)cc1 (stereo not drawn)	?	·
O=C(NC1CCCCC1)c1ccccc1-c1ccccc1	11.0%	12.9
Cc1ccc(-n2c(SCC(=O)c3c(N)n(C)c(=O)n(C)c3=O)nc3sc4c(c3c2=O)CCCC4)c(C)c1	23.4%	6.7
CCc1ccc(NC(=O)COC(=O)CN2C(=O)COc3ccccc32)cc1	?	·
Cc1cc(C)c(NC(=O)CC(=O)c2ccccc2)c(Cl)c1	?	·
CC(O)Cn1ccccc1=N (stereo not drawn)	-9.3%	-3.4
CCOc1ccc(C2C(C(=O)/C=C/c3ccco3)=C(O)C(=O)N2CCN2CCOCC2)cc1OC (stereo not drawn)	-0.2%	20.3
Cc1csc2c(NC3CCN(Cc4ccccc4)CC3)ncnc12	?	·
c1ccc(CNCc2ccc3c(c2)OCO3)nc1	0.6%	-7.7
O=C(COC(=O)c1ccc([N+](=O)[O-])s1)NCCc1ccccc1	?	·
COc1ccccc1/C=N/NC(=O)CN(C1=NS(=O)(=O)c2ccccc21)c1ccccc1	19.7%	25.8
COc1ccc(OC2CCN(S(=O)(=O)c3ccc(C(C)=O)cc3)CC2)cc1	i	17.6
CCOc1ccc(N2C(=O)/C(=C/c3cccs3)N(C)C2=S)cc1	?	·
COc1ccccc1NC(=O)Cc1nnc(SCC(=O)NC2CCCC2)n1C	7.8%	14.5
Cc1cccc(NC(=O)CSc2ccc(-c3ccccn3)nn2)c1C	?	·
Fc1cccc(NC(=S)Nc2ccc(Br)cc2)c1	?	·
CC(=O)OCC(=O)Nc1ccc(SC(F)F)cc1	?	·
Cc1c(Br)c([N+](=O)[O-])nn1C(C)C(=O)Nc1nccs1 (stereo not drawn)	-6.1%	-4.1
CCCC(=O)Nc1cc(C(=O)O)ccc1S(=O)(=O)c1ccc(Cl)cc1	0.7%	-8.2
COc1ccc(N2CC(C(=O)Nc3ccccc3C(=O)NC3CC3)CC2=O)cc1 (stereo not drawn)	?	·
O=C(Nc1ccc(OC(=O)c2ccccc2)c(-c2nc3ccccc3s2)c1)c1ccccc1	-7.7%	-2.9
O=C(OCc1ccc(F)cc1Cl)c1ccccn1	?	·
COc1ccc(/C=C/c2c([N+](=O)[O-])c(=O)n(C)c(=O)n2C)cc1OC	7.1%	-10.8
COc1ccc(N(C)S(=O)(=O)c2cccc(C(=O)NC3CCCC(C)C3C)c2)cc1 (stereo not drawn)	?	·
CCN(CC(=O)Nc1cccc(Br)c1)Cc1nc2ccccc2c(=O)[nH]1	i	0.9
Cc1ccc(NC(=O)C2(N3CCC3=O)CCCCC2)cc1	-3.7%	-4.2
O=Cc1ccc(N2CCCC2)c(F)c1	?	·
CCOc1cc(CNCc2ccccn2)cc(Cl)c1OC	-18.6%	15.5
CN(C)c1ccc(/C=C(/NC(=O)c2ccccc2)C(=O)N2CCCC2)cc1	?	·
CC1CCN(Cc2ccc(-c3nnn(CC(=O)Nc4ccccc4Cl)n3)cc2)CC1	1.2%[9.22 µM]	-1.1
COc1ccc(OC)c(Cc2nnc(CCC(=O)N3CCCCCC3)o2)c1	-22.0%	7.9
S=c1[nH]nc(COc2ccc(Cl)cc2)n1C1CCCCC1	?	·
CCOc1ccc(CCNC(=O)COC(=O)c2ccc(OC)c(OC)c2OC)cc1OCC	?	·
CC1CCN(C2=C(NS(=O)(=O)c3ccccc3)C(=O)c3ccccc3C2=O)CC1	?	·
CSc1ccccc1NC(=O)c1ccc(CN2CCOCC2)cc1	?	·
CCOC(=O)Cc1c(C)nc2c(-c3ccccc3)cnn2c1C	6.0%	-18.5
O=C(CSc1nnc(-c2ccncc2)n1Cc1ccccc1)NC1CCCc2ccccc21 (stereo not drawn)	-18.4%	-4.3
CCCN(C(=O)CSc1nc2ccccc2n1CC)C1CCS(=O)(=O)C1 (stereo not drawn)	?	·
CC(C)(C)c1ccc(C2(C)NC(=O)NC2=O)cc1 (stereo not drawn)	?	·
COC(=O)[C@@]12CCCN1[C@H](c1ccc(-c3ccccc3)cc1)[C@@H]1C(=O)N(C)C(=O)[C@@H]12	7.5%	3.4
CCCn1c(SCC(=O)N(C)CC(=O)Nc2ccc(C)cc2)n[nH]c1=O	?	·
O=C(c1ccco1)N1CCN(S(=O)(=O)c2ccc(F)cc2)CC1	i	-11.4
c1cncc(-c2nc3cc4ccccc4cc3[nH]2)c1	?	·
CNC(=O)NC(=O)CSc1nnc(-c2ccc(F)cc2)n1CC1CCCO1 (stereo not drawn)	0.8%	15.8
C=CCc1cccc(/C=N/c2ncccc2O)c1O	?	·
CCn1c(-c2cc(-c3cccc(OC)c3)nc3ccccc23)n[nH]c1=S	?	·
More structures follow:
SMILES	S3 lipid droplet	S3 lipid droplet cell count max
O=C(COc1ccc([N+](=O)[O-])cc1)Nc1ccc(N2CCN(C(=O)c3ccco3)CC2)cc1	2.06µM*	-6.5*
Cc1n[nH]c(C)c1CCN(C)Cc1cn(C)nc1-c1ccccc1F	8.6%	9.5
CCCCc1c(O)nc(SCC(=O)N2CCOCC2)n(-c2ccccc2OC)c1=O	i	20.0
C1=Nc2c(NCc3ccccc3)ncnc2Oc2ccccc21	i	·
Cc1sc2ncnc(SCc3ccco3)c2c1C	?	·
O=S(=O)(Nc1cccc(-c2ccc(N3CCOCC3)nn2)c1)c1cc(Cl)ccc1Cl	?	·
CC(C)c1ccc(C(CC(=O)O)N2Cc3ccccc3C2=O)cc1 (stereo not drawn)	14.3%	11.8
Fc1ccc(-n2nnnc2-c2cnc(-c3cccs3)nc2C(F)(F)F)cc1	?	·
Cc1sc2ncnc(N3CCC(C(=O)NNC(=O)COc4ccc(Br)cc4)CC3)c2c1C	?	·
CCC(NC(=O)NC1=NCCS1)(C(F)(F)F)C(F)(F)F	?	·
COc1ccc(Cc2nnc(N/N=C/c3ccc(O)cc3)[nH]c2=O)cc1OC	?	·
CC(C)Cn1c([N+](=O)[O-])nc2c1c(=O)[nH]c(=O)n2C	?	·
Nc1ccc2cn[nH]c2c1	?	·
CC(Oc1ccc(Cl)cc1Cl)C(=O)OCC(=O)c1c(N)n(C)c(=O)n(C)c1=O (stereo not drawn)	?	·
CCOC(=O)Cn1c(=O)c(-c2ccccc2N)nc2ccccc21	13.4%	16.6
N#Cc1cnn(-c2nc(SCc3ccccc3)nc3sc4c(c23)CCCC4)c1N	?	·
Cc1ccc2nc(Cl)c(CNCc3ccccc3)cc2c1	-5.4%	2.7
CC(C)(C)c1ccc(OCCC(=O)OCC(=O)Nc2cccnc2Cl)cc1	-4.8%	-11.9
O=C(NCc1cccs1)c1ccc2c(c1)OCCO2	i	·
CCn1c(SCC(=O)Nc2cc(OC)c(OC)c(OC)c2)nnc1-c1cccs1	?	·
O=C(NCC(=O)N1CCN(C(=O)c2ccco2)CC1)c1ccc(Cl)cc1	?	·
CCOC(=O)C1C(=O)C=C(/C=C/c2ccccc2)CC1c1ccc(Cl)cc1 (stereo not drawn)	?	·
Cc1ccc(S(=O)(=O)c2nc(-c3ccco3)oc2NCC2CCCO2)cc1 (stereo not drawn)	?	·
CCOC(=O)c1cc(-c2ccc(F)cc2)n(CC(=O)N2CCCC2)c1C	i	·
c1ccc2oc(NC3=NCN(CC4CCCO4)CN3)nc2c1 (stereo not drawn)	-0.7%	9.6
Cc1ccc(C)c(N2CCN(C(=O)c3ccc(Cn4c(=S)[nH]c5ccc(N6CCOCC6)cc5c4=O)cc3)CC2)c1	?	·
CCC(C(=O)OC)n1cnc2c(nnn2-c2ccc(OC)cc2)c1=O (stereo not drawn)	7.9%	·
CC(C)c1ccc(C(C)NCCS(=O)(=O)c2ccc(Br)cc2)cc1 (stereo not drawn)	i	22.2
CC(OC(=O)c1ccccc1NCCO)C(=O)NCC(=O)Nc1ccc(F)c(F)c1F (stereo not drawn)	-1.4%	23.3
COc1ccc(C(N)c2nccc3cc(OC)c(OC)cc23)cc1OC (stereo not drawn)	i	26.0
COc1ccc(CNCc2cc3c(cc2[N+](=O)[O-])OCO3)cc1	?	·
COc1ccc(CNC(=O)C(c2ccncc2)N(C(=O)Cc2cccs2)c2ccc(C)cc2)cc1 (stereo not drawn)	?	·
COc1cc2nc(SCc3ccc(C(F)(F)F)cc3)n(Cc3cccs3)c(=N)c2cc1OC	?	·
Cc1cccc(NC(=O)CSc2nc(N)c(NC(=O)c3ccccc3F)c(=O)[nH]2)c1	?	·
Cc1ccc(N2C(=O)[C@@H]3C(C(=O)CCN4C(=O)c5ccccc5C4=O)=NN[C@@H]3C2=O)cc1	12.8%	0.3
COc1ccccc1Nc1cc(C)nc(Nc2ccccc2OC)n1	?	·

Copied from the list:
Result of Cc1ccc(N2C(=O)[C@@H]3C(C(=O)CCN4C(=O)c5ccccc5C4=O)=NN[C@@H]3C2=O)cc1 under S3 lipid droplet cell count max: 0.3
Result of COc1ccc(C(N)c2nccc3cc(OC)c(OC)cc23)cc1OC (stereo not drawn) under S3 lipid droplet cell count max: 26.0

Complete entries as entered above. Values in the order: S3 lipid droplet	S3 lipid droplet cell count max
CN1/C(=C\C(=O)CSc2ncn[nH]2)C(C)(C)c2ccccc21 in the list: ?	·
COc1cc2nc(SCc3ccc(C(F)(F)F)cc3)n(Cc3cccs3)c(=N)c2cc1OC in the list: ?	·
COc1ccc(OC)c(Cc2nnc(CCC(=O)N3CCCCCC3)o2)c1 in the list: -22.0%	7.9
Cc1ccc(C)c(N2CCN(C(=O)c3ccc(Cn4c(=S)[nH]c5ccc(N6CCOCC6)cc5c4=O)cc3)CC2)c1 in the list: ?	·
COc1ccc(CNCc2cc3c(cc2[N+](=O)[O-])OCO3)cc1 in the list: ?	·

(list continues)
SMILES	S3 lipid droplet	S3 lipid droplet cell count max
CCCCn1c(N)c(N(C)C(=O)c2cc3c(s2)CCCCC3)c(=O)[nH]c1=O	?	·
COc1ccccc1-c1coc2cc(OC(=O)/C=C/c3ccccc3)ccc2c1=O	-10.1%	-5.8
C=CCc1cccc2cc(C(=O)Nc3ccccc3C(=O)O)c(=O)oc12	i	·
O=C(/C=C/c1ccccc1)NCCS(=O)(=O)N1CCN(c2ccc(F)cc2)CC1	12.5%	5.3
CCOCCCNC(=O)C(c1ccc(OC)cc1)N(Cc1ccc2c(c1)OCO2)C(=O)c1cnccn1 (stereo not drawn)	?	·
Cc1noc(C)c1C(=O)Nc1nc(-c2ccc(F)c(F)c2)cs1	?	·
COc1ccc(NC(C)(C)c2nnnn2-c2c(C)cccc2C)cc1	1.3%	12.0
COc1ccccc1CN(C)C(=O)CSc1nnc(C2CC2)n1C1CC1	?	·
Cc1nc(-c2ccc(S(=O)(=O)Nc3ccccc3C)cc2)co1	i	·
COCCOC(=O)C1=C(C)N=C2SCCC(=O)N2C1c1cccs1 (stereo not drawn)	18.6%	13.2
Cc1cc(NCC2CCCCC2)nc2ccccc12	?	·
CN(c1ccc(OC(=O)CN2C(=O)NC3(CCCC3)C2=O)cc1)S(=O)(=O)c1ccccc1	?	·
O=C(Nc1ccc2c(c1)OCCO2)N1CCOCC1	?	·
Cc1ccc(S(=O)(=O)N/N=C/c2cccc([N+](=O)[O-])c2)cc1	-2.4%	-8.5
COc1ccc(N2CCN(c3oc(COc4ccccc4Cl)nc3C#N)CC2)cc1	?	·
COc1ccc(CNC(=O)CSc2nnc3c(Cl)cc(C(F)(F)F)cn23)cc1OC	21.2%	2.2
Cc1ccc(NC(=O)CS(=O)(=O)c2cn(C)c3ccccc23)c(C)c1	?	·
CC12CCC(=O)N1C(C(=O)Nc1nnc(SCc3ccccc3F)s1)CS2 (stereo not drawn)	?	·
COc1cc(C(=O)Nc2ccccn2)cc(OC)c1OC	19.5%	21.6
COCCCn1cnc2c(c1=O)c1nc3ccccc3nc1n2-c1ccccc1	?	·

Laid out differently: 2 of the compounds above
S3 lipid droplet	S3 lipid droplet cell count max	compound
21.2%	2.2	COc1ccc(CNC(=O)CSc2nnc3c(Cl)cc(C(F)(F)F)cn23)cc1OC
?	·	Cc1ccc(NC(=O)CS(=O)(=O)c2cn(C)c3ccccc23)c(C)c1

Assay outcomes (PubChem BioAssay)
